Assay outcomes deposited in PubChem by several laboratories.
UHRF1 binding – blocks human UHRF1 binding to methylated DNA | inhibition, % at 4.4 µM | Q96T88 | 370,000 compounds, 0.75% hits | UHRF1 binding to methylated oligo, TR-FRET; in the data active = inhibition above about 21%;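 note: UHRF1 SRA domain binding a hemimethylated CpG hairpin DNA probe; 0% = median of test compound wells and 100% = reference inhibitor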
GC-B act – GC-B (human) receptor activation. HEK293-GC-B cells, CNP EC30, cGMP TR-FRET; 0% at EC30 CNP, 100% saturating CNP. activation, % at 10 µM. 370,000 compounds, 0.11% hits. AID 1920062;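 active = activation at 10 µM reaching about 35% in either raw or pattern-adjusted values, limit read from the data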
NPR1 activator – GC-A (human) enzyme activation | P16066 | HEK293 GC-A cells, cGMP TR-FRET, EC30 ANP; 0% at EC30 ANP, 100% saturating ANP | activation, % at 10 µM | 370,000 compounds, 0.14% hits; in the data active = activation above about 40%
HTRA1 inh – inhibitors of human serine peptidase HTRA1; inhibition, % at 5.96 µM; recombinant HTRA1, FP-rhodamine activity-based probe, fluorescence polarization; 340,000 compounds, 0.5% hits; Q92743; AID 504803; in the data active = inhibition above about 36%;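 note: 0% = enzyme with DMSO and 100% = wells lacking enzyme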
SIAE inh – inhibitors of human sialic acid acetylesterase SIAE | inhibition, % at 9.66 µM | SIAE FP-Rh probe binding, fluorescence polarization | Q9HAT2 | AID 1053197 | 370,000 compounds, 0.69% hits;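 active = inhibition above a cutoff: mean of compounds within the control limits plus 3 SD of those, cut at about 17% in these data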;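 note: 0% = plate median of compound wells and 100% = probe without SIAE protein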
Target sequence (Q9HAT2 whole entry, looked up): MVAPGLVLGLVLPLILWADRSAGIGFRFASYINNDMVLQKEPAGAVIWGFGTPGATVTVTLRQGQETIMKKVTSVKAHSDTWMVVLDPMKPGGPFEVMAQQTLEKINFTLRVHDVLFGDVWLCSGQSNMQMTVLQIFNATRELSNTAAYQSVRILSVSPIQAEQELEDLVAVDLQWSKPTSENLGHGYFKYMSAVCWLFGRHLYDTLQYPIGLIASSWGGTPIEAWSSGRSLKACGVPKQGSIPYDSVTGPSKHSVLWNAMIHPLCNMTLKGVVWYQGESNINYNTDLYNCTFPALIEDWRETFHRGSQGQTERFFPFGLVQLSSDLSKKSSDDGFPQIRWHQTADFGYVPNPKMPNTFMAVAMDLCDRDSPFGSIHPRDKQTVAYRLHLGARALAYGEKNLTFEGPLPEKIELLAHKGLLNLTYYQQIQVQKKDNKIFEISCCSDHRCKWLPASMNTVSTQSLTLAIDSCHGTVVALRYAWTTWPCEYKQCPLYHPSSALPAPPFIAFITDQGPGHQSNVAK
MBD2 inh – inhibitors of human MBD2 binding to methylated oligonucleotide; Q9UBB5; TR-FRET; inhibition, % at 4.4 µM; 370,000 compounds, 0.31% hits; AID 686964; in the data active = inhibition above about 13%
Target sequence (Q9UBB5 whole entry, looked up): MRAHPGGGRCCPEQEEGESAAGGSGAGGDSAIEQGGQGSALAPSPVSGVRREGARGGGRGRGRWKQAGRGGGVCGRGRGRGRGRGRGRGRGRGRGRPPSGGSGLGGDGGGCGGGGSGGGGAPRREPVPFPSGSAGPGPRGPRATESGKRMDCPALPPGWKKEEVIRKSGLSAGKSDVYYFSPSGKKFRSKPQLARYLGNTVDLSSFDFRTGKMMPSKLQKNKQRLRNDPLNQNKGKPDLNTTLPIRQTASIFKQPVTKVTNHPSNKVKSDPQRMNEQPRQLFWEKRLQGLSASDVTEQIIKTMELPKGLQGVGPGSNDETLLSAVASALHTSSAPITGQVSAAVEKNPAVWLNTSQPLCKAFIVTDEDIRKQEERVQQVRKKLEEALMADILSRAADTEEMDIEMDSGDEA
rCAG RNA binder – molecules binding r(CAG) RNA repeats | r(CAG) RNA repeat, TO-PRO-1 dye displacement fluorescence | inhibition, % at 3 µM | AID 651821 | 370,000 compounds, 1.3% hits;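 active = inhibition above the plate cutoff, the mean of all test compounds on that plate plus 3 SD, cut at about 35% in these data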;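 note: 0% = DMSO alone and 100% = 100 µM mitoxantrone as full dye displacement; higher means more dye released from RNA so lower well fluorescence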
TCR CD3 inh – human TCR-CD3 binding inhibition. TAMRA-labeled TCR probe fluorescence, biochemical. 360,000 compounds, 0.37% hits. inhibition, % at 9.4 µM; in the data active = inhibition above about 19%;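 note: recombinant mutant TCR 2C K166C tagged with TAMRA read by polarization; 0% = receptor in buffer alone and 100% = receptor with positive control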
ABHD4 inh – ABHD4 (mouse) inhibition, primary FP screen; 370,000 compounds, 0.54% hits; AID 720543; Q8VD66; inhibition, % at 8.92 µM; purified mABHD4, FP-Rh probe fluorescence polarization;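 active = inhibition exceeding the mean over every tested compound plus 3 SD, cut at about 30% in these data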;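 note: 0% = plate median of compound wells and 100% = S159A mutant with DMSO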
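Test system: mouse ABHD4 enzyme, wild type. Reagent: FP-Rh fluorescent activity-based probe, added after compound pre-incubation. Timing: pre-incubation 45 min, probe exposure 60 min, at 25 °C. Technique: FP readout, ex 525 nm / em 598 nm. Benchmarks: high control S159A mutant with DMSO, low control median of compound wells.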
PRMT1 FP inh – PRMT1 (human) inhibition, primary screen. Q99873. recombinant PRMT1, activity-based probe fluorescence polarization. inhibition, % at 2.79 µM. 370,000 compounds, 1.3% hits;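 active = inhibition above about 21% made by adding two undisclosed values, limit read from the data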
* = called active by the depositor; . = not tested or not shown; & = joins results of further samples. The list is partial; rates above refer to the full screens.

smiles	ABHD4 inh	NPR1 activator	SIAE inh	UHRF1 binding	PRMT1 FP inh	HTRA1 inh	MBD2 inh	TCR CD3 inh	rCAG RNA binder	GC-B act
Cc1oc2c(C)c3oc(=O)c(CC(=O)N[C@@H](CC(C)C)C(=O)N[C@@H](Cc4ccccc4)C(=O)O)c(C)c3cc2c1C	0	-3	-2	-1	0	-2	-5	-1	16	-5
O=C1NC(=Nc2cccnc2)S/C1=C\c1cccc(F)c1	-5	12	-4	-1	-3	-4	2	-3	3	-3
N#CCC[C@@H]1CC[C@]2(CCCN(S(=O)(=O)c3ccccc3)C2)O1	-10	2	0	2	-1	.	8	.	3	-8
Cc1ccc(-c2[nH]ncc2CNCCc2cnn(-c3ccccc3)c2)cc1C	4	-15	-2	1	-4	-32	-2	-4	6	-8
COc1ccc(S(=O)(=O)N2CCCC(C(=O)NCc3ccccn3)C2)cc1Cl (stereo not given)	3	1	-6	1	0	-5	0	2	-6	-2
CC1(C)CC(=O)C(CCCN2C(=O)c3ccccc3C2=O)C(=O)C1	5	2	10	-1	-3	-2	0	3	-4	1
COc1cc(C(=O)N2CCC3(CC2)NCCc2[nH]cnc23)cc(OC)c1OC	-4	0	9	-1	-6	-8	-7	-2	2	3
COc1ccc(-n2c(SCC(=O)N(C)c3ccccc3)nc3c([nH]c4ccccc43)c2=O)cc1OC	2	4	-1	4	-2	-7	-2	-11	2	2
CC(=O)Nc1ccc(S(=O)(=O)Nc2nc3ccccc3nc2Nc2ccc(O)c(C(=O)O)c2)cc1	16	1	-32	-2	5	9	-6	8	46*	-3
CCCCC(=O)Nc1nn(CC(C)C)c2nc3ccccc3cc12	0	3	-5	0	-4	-5	-1	-8	1	6
CC(OC(=O)c1nc(Cl)ccc1Cl)C(=O)Nc1ccccc1F (stereo not given)	-3	-2	1	-1	-2	2	-2	1	-1	-1
Cc1ccc(C)c(S(=O)(=O)NCc2ccncc2)c1	-7	1	-2	5	4	0	3	-2	0	1
CC(C)C(=O)Nc1ccc(N2CCCC2)c(Cl)c1	0	3	2	-3	4	-6	4	5	0	2
Cc1nnc2sc(-c3cccc(F)c3)nn2c1=O	7	0	7	1	-3	9	-3	0	5	-1
Cc1ccc(CNC(=O)C2CCC(=O)N(CCc3cccc(F)c3)C2)s1 (stereo not given)	-3	2	-3	-1	1	6	-5	5	-9	-2
Cc1ccc(C(=O)c2ccccc2C(=O)OCC(=O)N2C(C)CCCC2C)cc1 (stereo not given)	1	-3	-3	1	1	4	-1	8	-2	1
CN(Cc1ccc(F)cc1)Cc1nc(-c2cnccn2)no1	0	-2	-6	-1	-2	3	0	9	-5	-3
Cc1cccn2c(=O)c3cc(C(=O)NC4CCCCC4)c(=N)n(CCN4CCOCC4)c3nc12	4	8	-2	0	-4	2	-6	4	-3	-1
Cc1ccc(NC(=O)c2scc3c2CCCC3)cc1	2	-2	-2	-3	-4	4	2	10	-4	1
COc1ccc(NC(=O)c2ccc(C)cc2Cl)c([N+](=O)[O-])c1	9	4	1	1	-3	-7	-1	-6	-3	5
Cc1cc(NC(=O)c2cc3cc([N+](=O)[O-])ccc3s2)no1	0	-1	9	11	1	-4	-2	-5	1	0
COc1ccc(-c2nnc(SCCC(=O)O)n2-c2ccccc2)cc1	0	4	4	3	-1	4	5	2	2	-3
CCn1c(SCC(=O)c2ccccc2)nnc1-c1cc2cc(Br)ccc2o1	3	-1	-1	2	1	-1	-3	4	2	5
Cn1c2ccccc2c(=O)c2c(=O)n(Cc3ccco3)c(COc3ccccc3)nc21	-5	7	-24	2	3	0	4	9	12	1
CC1=NN(/C(=N\c2nnc(C)s2)Nc2ccccc2)[C@H](c2ccc(C)cc2)S1	-11	-28	8	-2	-1	6	-2	-6	-10	-14
NC(CCc1ccccc1)c1csc(Nc2ccc(C(=O)NCCO)cc2)n1 (stereo not given)	-1	3	-5	2	0	.	-3	-2	11	1
COc1cc(C2Nc3ccc4ncccc4c3C3=C2C(=O)CCC3)ccc1O (stereo not given)	10	-1	10	-9	5	8	-13	6	3	-6
CC1CCC(C(C)C)C(OC(=O)Cn2c(-c3ccc(Cl)cc3)[n+](C)c3ccccc32)C1 (stereo not given)	7	-33	-2	1	-2	-6	2	-1	13	-12
O=C(CCc1ccccc1)NCC1(c2ccccc2)CCCC1	-4	-2	0	4	-2	-3	2	-4	3	0
CC(=O)Nc1sc2c(c1C(c1cccc(F)c1)N1CCN(CCO)CC1)CCCC2 (stereo not given)	0	-30	7	-1	-3	-11	1	-2	3	-20
O=C(NCc1ccccc1C(F)(F)F)C1CC(c2ccccc2C(F)(F)F)=NO1 (stereo not given)	-7	-2	7	0	1	-16	-6	3	-5	-2
O=C(CSCc1ccc(Br)cc1)N1CCOCC1	0	3	1	-1	2	-2	1	-1	-5	-1
COc1ccc(C(=O)Nc2nc(OCC(F)(F)F)cnc2/C=C\c2ccccc2)c(OC)c1	-17	-4	-2	1	9	.	1	-3	6	-5
COC(=O)[C@H](CC(C)C)NS(=O)(=O)c1c(F)cccc1F	1	-1	3	0	0	.	1	-2	0	0
CCOC(=O)C1=C(O)C(=O)C(C(=O)OCC)C1 (stereo not given)	1	1	12	1	2	5	-5	-1	2	4
C#CC(C)(CC)NC(=O)c1cc(OC)c(OC)c(OC)c1 (stereo not given)	2	1	3	3	0	8	5	-2	-4	-3
CN(C(=O)COC(=O)c1ccccc1NCc1ccco1)c1c(N)n(Cc2ccccc2)c(=O)[nH]c1=O	2	-3	-4	4	-4	-6	-2	0	-1	-1
CCOC(=O)c1cccc(N/C=C/C(=O)c2ccc(OC)c(OC)c2)c1	-9	6	-8	2	6	-17	1	1	11	-5
COc1ccc(C(=O)NCCn2cc(SCC(N)=O)c3ccccc32)cc1	1	-6	12	0	-2	3	2	6	4	-3
Cc1c(Br)c(C(F)(F)F)nn1CC(=O)NCC1CCCO1 (stereo not given)	4	1	-5	-1	1	7	4	-7	-3	2
CCCc1cc(C(=O)NC2CCCCC2)no1	-2	0	2	-3	-6	-1	-2	-6	1	2
CCN1C(=O)[C@@H]2[C@@H](c3ccc(-c4ccc(Cl)c(Cl)c4)cc3)N3CCC[C@@]3(C(=O)OC)[C@@H]2C1=O	-14	7	-7	1	1	-37	-4	-11	9	2
CCCCCC1CCC(c2ccc(C(N)=O)cc2)CC1 (stereo not given)	3	1	2	0	0	-3	0	10	0	-1
CCc1ccccc1NC(=S)N1CCC(C(=O)c2ccc(F)cc2)CC1	4	-1	-3	3	2	2	-6	7	-3	-4
O=c1cc(CSc2nnnn2-c2ccccc2)nc(Nc2ccc(F)cc2)[nH]1	-19	1	-12	-1	-2	-38	0	3	43*	3
O=C(NCCNC(=O)c1ccc(Br)o1)c1ccc(Br)o1	-4	-6	-3	0	0	-1	0	6	0	-5
Cc1ccccc1C(=O)NN1CC(C(=O)OCc2ccc(Cl)c(Cl)c2)CC1=O (stereo not given)	-2	-2	-4	0	5	-15	4	-2	-8	1
CC(C)N(Cc1ccccc1)C(=O)/C=C/c1ccccc1[N+](=O)[O-]	1	-24	-1	28*	3	1	3	-11	-1	-13
NC1=C(Br)C(=O)c2ncccc2C1=O	6	-6	2	-3	10	14	-17	-1	2	-4
Cc1ccc(NC(=O)CSc2nn3c(=O)c(C)nnc3s2)cc1Cl	3	3	0	2	2	-4	-1	-10	2	4

The list goes on:
smiles	ABHD4 inh	NPR1 activator	SIAE inh	UHRF1 binding	PRMT1 FP inh	HTRA1 inh	MBD2 inh	TCR CD3 inh	rCAG RNA binder	GC-B act
CCN(C(=O)COC(=O)c1[nH]c(C)c(C(C)=O)c1C)C1CCS(=O)(=O)C1 (stereo not given)	-5	-1	-1	0	0	1	-6	-3	2	-1
COC(=O)C1CCN(c2ccc([N+](=O)[O-])cc2[N+](=O)[O-])CC1	3	-1	-3	-2	0	8	-3	1	-1	-6
Cc1ccc2nc3n(c(=O)c2c1)-c1cc(Cl)ccc1C(=O)NC3Cc1ccc(O)cc1 (stereo not given)	-20	-6	-5	2	1	.	-5	-9	6	5
COc1ccc(C(=O)COC(=O)c2ccc3c(c2)OCCO3)c(OC)c1	-7	1	-4	-2	-6	-15	-5	2	2	0
CS/C(=N\S(=O)(=O)c1cccs1)Nc1ccc(Br)cc1F	-3&4	3&0	3&-6	-3&6	-3&2	-7&-5	1&4	-7&-1	19&9	-1&2
COc1ccc(C(=O)N/C(=C\c2cccc([N+](=O)[O-])c2)C(=O)Nc2cccc(C(=O)O)c2)cc1	-3	-4	-5	-1	-1	-4	4	1	23	0
C=CCN(c1ccccc1)S(=O)(=O)c1cccc(C(=O)Nc2ccc(N3CCOCC3)cc2)c1	4	-1	9	2	0	-4	1	8	1	0
CCc1nnc(NC(=O)c2ccc(Cl)c(S(=O)(=O)N3CCc4ccccc4C3)c2)s1	-1	3	-13	-2	0	-6	1	5	4	-1
O=c1[nH][nH]c(-c2ccccc2)c1C=Nc1ccccc1	10	-3	-6	-6	0	0	5	4	1	1
CSc1nccc(NC(=O)c2ccc(C(C)(C)C)cc2)n1	-27	-11	6	6	-1	-52	1	-9	-3	-2
COc1ccc(/C=C(/C(=O)c2cccs2)N2C=CC=CC2=C(C#N)C#N)cc1	7	-40	-6	8	6	-4	-3	4	4	-25
COc1cc(/C=C/C(=O)N2C(=O)c3cccc(N)c3C2=O)cc(OC)c1OC	5	5	-1	3	5	-5	-5	-6	6	5
O=C1CC(N2CCCc3ccccc32)C(=O)N1c1ccccc1 (stereo not given)	-1	1	3	0	-2	4	3	0	-1	1
COc1ccccc1C(CNC(=O)c1cccc(S(=O)(=O)Nc2ccc(C)cc2)c1)N(C)C (stereo not given)	-4	-8	-8	-2	-2	3	-4	-1	-4	-4
O=c1c2cc(Cl)ccc2nc(-c2ccc([N+](=O)[O-])cc2)n1O	-3	-5	0	-3	-1	1	-1	3	5	0
CC1CCN(C(=O)C2CCN(CC(C)c3ccccc3)CC2)CC1 (stereo not given)	6	1	8	-1	-2	5	-9	10	-4	-1
CCCOc1ccc(NC(=O)CCC(=O)NC(C)c2ccccc2)cc1 (stereo not given)	-1	6	-3	1	1	7	1	-7	-6	4
Clc1cccc(OCc2nnc(-c3ccccc3Br)o2)c1	-15	0	-2	-2	6	-38	3	0	1	-1
OC(Cn1cnnc1)c1ccccc1 (stereo not given)	17	2	4	1	1	9	2	-3	-3	-1
CCc1cc(C(=O)NCC(c2ccc(OC)cc2)N2CCOCC2)sc1C (stereo not given)	-3	-1	-12	3	4	-3	4	0	1	-1
COc1ccc(C(=O)OCC(=O)NCC2CCCO2)c(F)c1 (stereo not given)	4	-1	-2	1	-3	3	-4	6	-1	2
CCCN(CCC)C(C)C(=O)NCC1(c2ccccc2)CCCC1 (stereo not given)	2	-9	1	-2	-2	-10	3	3	-10	-5

2 entries picked at random from the list so far:
smiles	ABHD4 inh	NPR1 activator	SIAE inh	UHRF1 binding	PRMT1 FP inh	HTRA1 inh	MBD2 inh	TCR CD3 inh	rCAG RNA binder	GC-B act
COC(=O)C1CCN(c2ccc([N+](=O)[O-])cc2[N+](=O)[O-])CC1	3	-1	-3	-2	0	8	-3	1	-1	-6
CCN(C(=O)COC(=O)c1[nH]c(C)c(C(C)=O)c1C)C1CCS(=O)(=O)C1 (stereo not given)	-5	-1	-1	0	0	1	-6	-3	2	-1
